# Bioassay records: PubChem BioAssay, NCI
# NCI-60 one-dose screen, 48 h, at 10 µM unless noted. Numbers give growth in % (100 = growth as untreated, 0 = no growth, -100 = all killed).
# CCRF-CEM: CCRF-CEM leukemia; AID 1794778; actives 7% (n = 77,000)
# A549/ATCC: A549/ATCC NSCLC. actives 3.7% (n = 81,000). AID 1794740
# RPMI-8226: RPMI-8226 leukemia cells; AID 1794781; actives 7.5% (n = 77,000)
# MOLT-4: MOLT-4 leukemia cells | actives 6.9% (n = 80,000) | AID 1794779
# HOP-62: HOP-62 NSCLC; actives 3.9% (n = 80,000); AID 1794735
# HOP-92: HOP-92 NSCLC cells | actives 6.3% (n = 71,000) | AID 1794738
# EKVX: EKVX NSCLC; actives 3% (n = 71,000)
# SR: SR leukemia cells; actives 8.7% (n = 73,000); AID 1794780
# The depositor's hits bear a star; nt = no result given; & = joins results of further samples. Rule for the calls: active = growth percent below 10; inactive = the rest.
SMILES,CCRF-CEM,A549/ATCC,RPMI-8226,MOLT-4,HOP-62,HOP-92,EKVX,SR
COc1ccc(Cc2nnc(SCC(=O)Nc3ccc(Cl)cc3)n2Cc2ccccc2)cc1,77.6,99.0,77.5,64.0,88.0,71.3,nt,74.3
Cc1[nH]c(C2CC(c3cccs3)=NN2C(=O)C2CCC2)c(C)c1C(=O)NCC(F)(F)F (stereo not given),99.0,97.0,104.2,101.9,96.3,107.9,96.4,78.3
O=C(O)C1(Nc2ccccc2)CCCC1,116.2&106.3,117.6,107.2&110.7,112.3&97.8,114.8&93.1,85.0,100.1&118.7,99.2&96.6
Fc1ccc2c(c1)c(-c1nc(-c3c[nH]c4ncccc34)cs1)cn2CCCN1CCCCC1,8.5*,65.7,-21.1*,12.9,65.3,45.4,66.0,-34.7*
O=C(O)CCCCCNCCC(=O)O,102.3,101.9,100.2,99.0,107.5,93.3,nt,95.5
Cc1ccc2nc(Cl)c(-c3nc4ccccc4o3)cc2c1,98.1,99.6,97.8,81.4,92.7,83.0,88.1,88.6
c1ccc(C2OCC(C3OC(c4ccccc4)OC4COC(c5ccccc5)OC43)O2)cc1 (stereo not given),97.1,105.4,88.8,115.6,89.3,80.3,nt,106.0
O=c1oc(NC2CCCCC2)c(N(Cc2ccccc2)Cc2ccccc2)c2ccccc12,87.6,91.9,85.6,90.0,117.3,85.4,nt,77.2
COc1cc(NC(C)CCCN)c2nc(C)ccc2c1OC (stereo not given),24.8,146.9,69.1,7.0*,nt,55.5,97.1,17.7
N#Cc1nc(C(c2ccccc2)c2ccccc2)oc1N1CCN(c2ccc(F)cc2)CC1,87.4,92.8,90.4,75.2,96.1,95.0,87.2,83.0
Cc1cc(NS(=O)(=O)c2ccc(N=Nc3c(N)nc(N)nc3N)cc2)nc(C)n1,103.1,102.4,108.1,91.9,110.9,94.7,nt,86.2
N#Cc1c(-c2cc(=O)oc3ccc(Cl)cc23)cc(-c2ccccc2)nc1N,92.4,81.8,86.2,83.9,84.3,84.3,91.7,85.5

# Reformatted as tab-separated lines: part of the list above
Molecule	CCRF-CEM	A549/ATCC	RPMI-8226	MOLT-4	HOP-62	HOP-92	EKVX	SR
COc1ccc(Cc2nnc(SCC(=O)Nc3ccc(Cl)cc3)n2Cc2ccccc2)cc1	77.6	99.0	77.5	64.0	88.0	71.3	nt	74.3
Cc1[nH]c(C2CC(c3cccs3)=NN2C(=O)C2CCC2)c(C)c1C(=O)NCC(F)(F)F (stereo not given)	99.0	97.0	104.2	101.9	96.3	107.9	96.4	78.3
O=C(O)C1(Nc2ccccc2)CCCC1	116.2&106.3	117.6	107.2&110.7	112.3&97.8	114.8&93.1	85.0	100.1&118.7	99.2&96.6
Fc1ccc2c(c1)c(-c1nc(-c3c[nH]c4ncccc34)cs1)cn2CCCN1CCCCC1	8.5*	65.7	-21.1*	12.9	65.3	45.4	66.0	-34.7*
O=C(O)CCCCCNCCC(=O)O	102.3	101.9	100.2	99.0	107.5	93.3	nt	95.5
Cc1ccc2nc(Cl)c(-c3nc4ccccc4o3)cc2c1	98.1	99.6	97.8	81.4	92.7	83.0	88.1	88.6
c1ccc(C2OCC(C3OC(c4ccccc4)OC4COC(c5ccccc5)OC43)O2)cc1 (stereo not given)	97.1	105.4	88.8	115.6	89.3	80.3	nt	106.0
O=c1oc(NC2CCCCC2)c(N(Cc2ccccc2)Cc2ccccc2)c2ccccc12	87.6	91.9	85.6	90.0	117.3	85.4	nt	77.2
COc1cc(NC(C)CCCN)c2nc(C)ccc2c1OC (stereo not given)	24.8	146.9	69.1	7.0*	nt	55.5	97.1	17.7
N#Cc1nc(C(c2ccccc2)c2ccccc2)oc1N1CCN(c2ccc(F)cc2)CC1	87.4	92.8	90.4	75.2	96.1	95.0	87.2	83.0
Cc1cc(NS(=O)(=O)c2ccc(N=Nc3c(N)nc(N)nc3N)cc2)nc(C)n1	103.1	102.4	108.1	91.9	110.9	94.7	nt	86.2
N#Cc1c(-c2cc(=O)oc3ccc(Cl)cc23)cc(-c2ccccc2)nc1N	92.4	81.8	86.2	83.9	84.3	84.3	91.7	85.5

# The listing continues:
SMILES,CCRF-CEM,A549/ATCC,RPMI-8226,MOLT-4,HOP-62,HOP-92,EKVX,SR
O=C(C[n+]1cccc2ccccc21)c1ccc2ccccc2c1,99.3,106.5,86.8,94.5,79.6,64.4,96.8,91.5
CCCCC(C)NC=O (stereo not given),100.0,82.2,98.5,93.4,94.9,80.8,101.5,103.0
O=C(CSc1nnc(-c2cccs2)n1-c1ccccc1)Nc1ccc(C(=O)O)cc1,101.6,100.2,97.5,102.3,111.9,99.4,94.9,104.1
COc1ccc(-c2c(NC(=O)Nc3cccc(C(F)(F)F)c3)cnn2-c2ccc(S(N)(=O)=O)cc2)cc1,72.6,98.7,69.4,66.3,92.5,63.1,94.1,85.4
O[C@H]1CO[C@H]2[C@@H]1OC[C@@H]2Oc1ccc(Nc2nc(Nc3ccc(F)c(Cl)c3)ncc2F)cc1Cl,103.4,102.5,116.3,102.8,118.2,101.1,92.2,110.0
Cc1ccc(S(=O)(=O)N(CCCc2c(C)nc[nH]c2=O)c2ccccc2)cc1,103.1,109.1&107.2,92.3&97.1,100.1&112.2,114.4&106.4,88.9&70.7,102.9&102.1,90.0&106.7
O=S(=O)(NCCCNc1nccc(-c2cn(-c3ccccc3)nc2-c2ccc(Cl)c(O)c2)n1)c1ccc(Cl)cc1,nt,42.6,nt,50.4,nt,nt,61.2,48.9
COC(=O)CCCCCCCCCCCCO,nt,99.8,100.4,112.9,114.4,nt,nt,94.8
Cc1cc(=O)oc2c1ccc1ccccc12,97.4,92.7,99.4,98.6,81.3,90.6,106.2,99.1
CCCCCCCCC(=O)Nc1ccccc1O,25.2,111.7,81.9,80.2,111.3,113.4,105.3,94.2
CC(=O)NC1CCC(NC(=O)C2CCC3NOC(C4CCCCC4)C3C2)CC1 (stereo not given),99.6,104.4,104.2,95.7,110.1,112.3,97.4,99.5
CCCCNC(=O)Nc1ccc(S(=O)(=O)c2ccccc2)cc1,nt,101.1,94.0,85.0,99.8,nt,nt,87.2
O=c1oc2ccccc2n2cc3ccccc3c12,96.5,101.7,95.0,98.3,99.3,nt,nt,92.8
O=C(NNc1nc2cc(F)c(F)cc2n2cccc12)c1cnccn1,14.4,24.1,30.5,8.0*,24.8,36.4,17.0,15.3
Nc1nc(Cl)c2c(n1)Nc1ccccc1N=C2,127.5,100.2,86.6,118.4,104.5,113.1,78.6,45.1
CCOC(=O)c1ccccc1Cc1ccc(OC)cc1,93.9,101.5,94.6,92.3,92.6,80.7,92.9,nt
O/N=C(\CSc1nnc(-c2ccccc2)o1)c1ccccc1,106.5,85.7,104.8,77.0,76.0,106.0,91.3,107.3
COc1cc2cc(OC(C)=O)c3cc4c(cc3c2c(OC)c1OC)OCO4,2.1*,106.4,97.4,96.6,91.5,96.3,95.0,nt
COc1cc(-c2nnc(-c3c(-c4ccc(C)cc4)nc4ccccn34)o2)cc(OC)c1OC,50.8,90.3,33.9,65.7,98.6,nt,97.2,63.8
O=C1c2ccccc2C(=O)N1OCc1ccccc1,97.3,122.0,101.7,93.7,95.4,nt,98.7,93.4
C=CCC(OC(C)=O)c1ccc(C(C)C)cc1 (stereo not given),101.7,92.3,108.0,104.8,109.1,86.7,113.2,115.9
CCCCC1=C(P(=O)(O)O)N[C@H](C(=O)O)CS1,96.8,92.0,99.7,102.0,89.4,89.5,90.5,96.4
CN1C(=O)C2=C(NCCN(C(=O)Cc3ccc4ccccc4c3)C2c2ccc(Cl)c(Cl)c2)C1(C)C (stereo not given),91.3,73.2,78.4,85.4,95.2,97.7,93.6,92.6
CC(=O)Cc1nc2ccccc2[nH]1,nt,103.1,102.8,nt,111.6,92.9,103.1,nt
CCOC(=O)c1cc2oc(/C=C/c3cc(=O)c4cc(Cl)ccc4o3)cc2[nH]1,104.7,99.0,94.3,88.9,99.6,-17.9*,89.7,87.9
CCCCCCCCCCCCCCCCN(C(C)c1ccccc1)S(=O)(=O)c1ccc(OC)c(N)c1 (stereo not given),97.5,106.9,103.0,98.8,117.5,nt,113.7,94.2
CC1=NN(c2ccccc2)C(=O)C1N=Nc1c(O)cc(S(=O)(=O)O)c2ccccc12 (stereo not given),103.8,109.9,102.7,99.6,82.8,88.4,89.8,103.7
Cc1ccc(S(=O)(=O)N(c2ccc(Cl)cc2)c2ccccc2C(=O)O)cc1,93.3,97.5,101.9,102.8,107.2,nt,nt,91.5
Cc1ccc(S(=O)(=O)NCCCc2ccccc2)cc1,92.6,111.0,98.8,97.8,105.8,88.6,101.6,110.5
CCCC1OCC(CC)([N+](=O)[O-])CO1 (stereo not given),98.6,94.9,98.8,96.9,109.0,nt,nt,94.5
COC(=O)CCC(=O)NC1C2CC3CC(C2)CC1C3 (stereo not given),105.4,88.9,105.6,90.6,85.9,91.8,98.7,93.2
Nc1c(C(=O)Nc2ccncc2)sc2nc3c(cc12)CCCCC3,54.4,89.5,47.2,40.3,81.8,73.0,74.2,43.6
COc1cccc(-c2nc3occn3c2-c2ccnc(NCCNS(=O)(=O)c3ccc(Cl)cc3)n2)c1,92.9,84.6,73.3,79.3,104.7,76.9,94.2,96.0
O=C1C2C3C=CC(O3)C2C(=O)N1N=C1CCCCC1 (stereo not given),114.0,100.6,96.7,116.8,105.7,107.6,125.7,114.1
O=S(=O)(O)c1cc(I)c(O)c2ncccc12,89.1,98.7,93.5,96.2,104.5,nt,93.3,nt
COc1ccc(C=Nc2n[nH]c(Nc3ccccc3)c2C#N)cc1,nt,103.6,144.6,nt,113.2,98.8,98.0,nt
CC(C)=NOC(=O)Nc1ccccc1,104.7,107.7,104.0,96.8,92.3,108.7,97.9,87.4
Cc1c(O)nc(N)[nH]c1=O,90.1,99.9,100.1,102.3,99.7,107.9,105.9,124.9
Cc1cc(N/N=C/c2ccccn2)nc2ccccc12,2.5*,1.8*,13.7,6.0*,0.2*,-2.9*,nt,11.5
COCC(Cl)/C(N)=N\S(=O)(=O)c1ccc(Cl)cc1 (stereo not given),108.2,111.6,94.3,103.3,100.0,102.0,90.9,nt
O=P(O)(c1ccccc1)c1ccccc1I,94.6,71.2,nt,97.7,94.8,83.9,94.7,88.8
CC1(C2CCC3(C)OC3C2)CO1 (stereo not given),89.3,101.5,92.1,93.7,94.2,64.0,107.2,78.5
CC1(C)C2CC=C(C3OC45CCCCC4C(C#N)(C(=N)O5)C3(C#N)C#N)C1C2 (stereo not given),78.4,97.4,96.6,92.5,98.9,100.7,105.4,59.2
OCCN1CCN(CCCN2c3ccccc3Sc3ccc(C(F)(F)F)cc32)CC1,29.7,nt,18.8,-16.0*,45.9,6.7*,47.2,-42.9*
C=C(C)[C@@H]1CC[C@]2(COC(C)=O)CC[C@]3(C)[C@H](CC[C@@H]4[C@@]5(C)CC[C@H](OC(=O)c6cccc(OC(C)=O)c6OC(C)=O)C(C)(C)[C@@H]5CC[C@]43C)[C@@H]12,91.0,83.4,106.0,82.4,102.4,93.7,107.3,91.9
COc1ccc(-c2nc(N=Nc3c(O)[nH]c4ccc(C)cc34)[nH]c(=O)c2C#N)cc1OC,100.4,106.3,100.3,104.4,92.0,99.0,101.1,102.4
COc1ccc2cc([C@@H]3C[C@H](Cl)CCO3)ccc2c1,92.3,92.7,89.2,93.7,93.3,90.9,89.9,98.6
O=C(/C=C/c1ccccc1)c1ccccc1,nt,96.3,32.0,nt,94.9,nt,93.4,nt
NC(=NC1CCCCC1)NC1CCCCC1,98.1,107.6,91.9,108.7,88.9,83.1,138.8,99.7
COCCN(CC(=O)N(CC(=O)N(CC(=O)O)Cc1ccccc1)CC(C)C)C(=O)CN(CC(=O)O)C(=O)CN,115.2,93.8,114.2,102.2,94.5,115.6,103.3,92.2
CC1(C)N=c2cc3c(cc2N1c1ccc(Cl)cc1)=Nc1ccccc1N3c1ccc(Cl)cc1,-25.3*,nt,-27.5*,-32.2*,-19.2*,-26.6*,52.9,-41.9*
COc1cnc2c(c1)C(=O)c1c-2n(CCCNC(C)C)c(=O)c2cc(Cl)ccc12,-41.1*,-84.0*,-59.0*,-47.0*,-88.4*,nt,-32.7*,-52.1*
COc1cccc(/C=C2\Oc3cc(C)c(Cl)cc3C2=O)c1,88.1,96.5,97.2,95.8,101.1,90.5,86.1,78.7
Cc1c(C)[n+](=O)c2ccccc2n1[O-],91.8,97.7,100.1,97.7,100.2,nt,113.0,93.9
C1=CC2C3CCC(C3)C2C1 (stereo not given),23.4,84.6,100.7,92.8,94.8,86.1,86.2,97.8
Cc1cccc(C(=O)N2C(=O)[C@]3(c4ccccc42)[C@@H](c2ccc(F)cc2)[C@H](C(=O)c2ccc(O)cc2)[C@@H]2CCCN23)c1,40.7,83.1,52.1,40.5,93.0,53.7,84.2,41.3
CSc1cccc(NC(=O)N2CCN(C)CC2)c1,128.0,103.9,112.4,120.5,112.9,nt,103.4,101.3
O=C(c1ccccc1)C(c1ccccc1)c1ccccc1,90.6,95.9,90.7,135.2,103.2,nt,nt,134.9
CCCCC(CC)CN1CN(CC(CC)CCCC)CC(C)(N)C1 (stereo not given),84.2&80.2,92.8&98.6,88.1&69.3,88.9&82.0,92.1&95.4,68.6,94.0&69.5,47.3
Cc1nc(CSc2ccccc2C(=O)Nc2cccc(-c3nnco3)c2)no1,85.9,80.9,89.2,85.7,78.3,92.4,90.1,nt

# Other records.
SMILES,CCRF-CEM,A549/ATCC,RPMI-8226,MOLT-4,HOP-62,HOP-92,EKVX,SR
Clc1ccc(Cc2nnc3sc(-c4cccnc4)nn23)cc1,98.9,98.2,97.5,97.2,107.3,91.9,85.2,91.1
CCS(=O)(=O)c1ccc(C(=O)NN)cc1,99.8&111.4,98.1&79.6,98.3&109.1,109.2&96.5,97.3&71.3,76.4&103.1,106.9&87.7,106.1&104.7
CCc1[nH]nc(-c2ccc(OC)cc2)c1-c1ccccc1OCCN(CC)CC,84.5,93.2,97.5,85.8,84.6,nt,94.5,62.7
CC(=O)O[C@]1(C)CC[C@H]2[C@H](CNCCc3ccccc3F)C(=O)O[C@@H]2C2=C(C)C(=O)C[C@H]21,75.1,98.8,61.4,77.7,106.2,64.9,nt,79.4
